# M4 PAM: CHRM4 positive allosteric modulation; P08173; CHO-K1 hM4/Gqi5, Fluo-8 calcium fluorescence, ACh EC20; 0% = ACh EC20, 100% = maximal ACh; activation, % at 3 µM; 0.4% of 360,000 active; AID 624126;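 active = activation above its plate's cutoff, the mean activation of sample wells plus 3 SD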; note: some results filed as inactive read as strong as hits
# IDE cell inh: inhibitors of human insulin-degrading enzyme in cells; HEK cells, FAbetaB cleavage, fluorescence polarization; P14735; AID 434962; 0.41% of 320,000 active; inhibition, % at 5.59 µM;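 active = percent inhibition above the average of all tested compounds plus 3 SD, set per screening campaign, cut at about 16% in these data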;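 note: IDE supplied by intact live HEK cells; FP after avidin binding of uncleaved biotin substrate so inhibition keeps polarization high; 0% = DMSO wells and 100% = 60 µM reference IDE inhibitor Ii1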
# Target sequence (P14735 whole entry, looked up): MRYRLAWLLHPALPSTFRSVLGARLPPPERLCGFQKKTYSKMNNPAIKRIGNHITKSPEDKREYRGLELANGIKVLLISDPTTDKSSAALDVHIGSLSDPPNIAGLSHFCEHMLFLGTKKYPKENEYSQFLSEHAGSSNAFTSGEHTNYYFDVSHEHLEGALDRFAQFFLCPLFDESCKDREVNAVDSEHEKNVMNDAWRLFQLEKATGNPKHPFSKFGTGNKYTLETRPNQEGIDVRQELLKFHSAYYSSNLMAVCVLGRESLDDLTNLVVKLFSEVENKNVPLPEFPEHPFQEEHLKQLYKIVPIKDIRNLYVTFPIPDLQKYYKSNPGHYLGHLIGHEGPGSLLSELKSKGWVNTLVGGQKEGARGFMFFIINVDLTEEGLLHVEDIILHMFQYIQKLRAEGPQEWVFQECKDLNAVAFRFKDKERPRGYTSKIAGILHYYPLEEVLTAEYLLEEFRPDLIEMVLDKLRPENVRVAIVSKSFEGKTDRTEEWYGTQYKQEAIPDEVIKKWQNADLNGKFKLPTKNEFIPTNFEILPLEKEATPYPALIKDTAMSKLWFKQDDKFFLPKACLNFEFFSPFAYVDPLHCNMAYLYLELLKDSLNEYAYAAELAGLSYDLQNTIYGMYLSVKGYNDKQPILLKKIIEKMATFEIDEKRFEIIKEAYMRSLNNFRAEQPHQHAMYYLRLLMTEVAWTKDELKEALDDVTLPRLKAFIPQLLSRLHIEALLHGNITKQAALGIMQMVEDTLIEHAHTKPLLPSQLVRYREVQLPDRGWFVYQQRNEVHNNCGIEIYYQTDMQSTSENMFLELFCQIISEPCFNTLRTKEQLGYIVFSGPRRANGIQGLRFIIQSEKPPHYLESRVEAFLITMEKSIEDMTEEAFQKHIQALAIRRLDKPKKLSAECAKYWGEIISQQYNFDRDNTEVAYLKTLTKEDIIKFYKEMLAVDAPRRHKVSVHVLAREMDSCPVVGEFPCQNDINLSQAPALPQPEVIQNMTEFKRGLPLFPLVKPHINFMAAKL
# MEKK3 PB1 HTS: modulators (inhibitors or enhancers) of MEK5 binding to human MEKK3 PB1 domain. Q99759. bead-based flow cytometry, Alexa488-MEK5 binding to MEKK3; actives lie on both sides; 0 = blocked by unlabeled MEK5, 100 = vehicle. binding response (% of control), % at 10 µM. 1.4% of 290,000 active. AID 1529;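 active = binding response more than 3 SD above or below the average of its plate-row segment, actives on both sides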;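 note: Alexa488 bead fluorescence after subtracting the streptavidin-only scavenger bead signal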
# IDE cell activ: activators of human insulin-degrading enzyme in cells; P14735; HEK cells, FAbeta-B cleavage, fluorescence polarization; 0% vehicle, 100% cell-free pure enzyme wells; activation, % at 5.96 µM; 0.073% of 340,000 active; AID 493087;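 active = activation above the mean of all tested compounds plus 3 SD, set per screening campaign, cut at about 17% in these data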
# PHOSPHO1 inh: inhibitors of human PHOSPHO1 phosphatase | AID 1565 | recombinant PHOSPHO1, absorbance phosphatase assay | inhibition, % at 13.3 µM | Q8TCT1 | 1.1% of 290,000 active; in the data active = inhibition above about 60%
# GalR3 antagonist: antagonists of human GalR3; O60755; HEK293 GalR3-CNG cAMP membrane potential fluorescence; galR3 body fused to GalR1 C-terminus; inhibition, % at 3 µM; 0.44% of 360,000 active;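 active = inhibition above the screen-wide average plus 3 SD, cut at about 13% in these data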;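 note: forskolin and galanin both at EC90 stimulate the cells; cAMP rise reported by CNG channel membrane potential dye signal; 0% = forskolin plus galanin with DMSO and 100% = forskolin alone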
# CRFR2-BP antag: antagonists of CRF-binding protein/CRF-R2 receptor complex; HEK293 CRF-R2/CRF-BP, CRF-induced calcium fluorescence; 0.59% of 350,000 active; inhibition, % at 11.8 µM;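 active = inhibition of the ligand-induced calcium signal above about 50% at the single tested concentration, limit read from the data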
# pCIP destab: p/CIP protein destabilization. decrease of EGFP signal, % at 10 µM. F442A p/CIP-EGFP cells, EGFP fluorescence, 16 h. AID 1984. 0.01% of 290,000 active;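 active = EGFP signal decrease of at least 30% at 10 µM or well 3 SD below plate mean, unless failing retest; inactive = the rest, including hits failing retest or dose response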; note: some compounds called inactive have numbers as strong as hits; many of its hits are not listed in these tables
# CRFR2-BP ag: CRF-BP/CRF-R2 complex agonism; HEK293 CRF-R2/CRF-BP, calcium dye fluorescence (FLIPR); percent of saturating CRF peptide response; activation, % at 13.2 µM; 0.46% of 350,000 active;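 active = activation of at least 50%, plus an integration ratio under a set limit after plate pattern correction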;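 note: plate controls were neutral control wells without compound for no effect and CRF at EC100 for full effect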
# * marks the source's active call; other numbers are inactive results; . = no result given.
# The first two compounds, ahead of the listing:
nr	smiles	M4 PAM	IDE cell inh	MEKK3 PB1 HTS	IDE cell activ	PHOSPHO1 inh	GalR3 antagonist	CRFR2-BP antag	pCIP destab	CRFR2-BP ag
1	CCC(C(=O)N1CCN(C(=O)c2ccco2)CC1)n1sc2ccccc2c1=O (centres undefined)	2	5	98	0	15	-8	-1	8	-1.4
2	CCCCOc1cccc(C2(C(=O)O)CCCC2)c1	3	0	97	13	-12	2	8	1	-2.7

# Main list, from the start:
nr	smiles	M4 PAM	IDE cell inh	MEKK3 PB1 HTS	IDE cell activ	PHOSPHO1 inh	GalR3 antagonist	CRFR2-BP antag	pCIP destab	CRFR2-BP ag
1	CCC(C(=O)N1CCN(C(=O)c2ccco2)CC1)n1sc2ccccc2c1=O (centres undefined)	2	5	98	0	15	-8	-1	8	-1.4
2	CCCCOc1cccc(C2(C(=O)O)CCCC2)c1	3	0	97	13	-12	2	8	1	-2.7
3	O=C(Cn1cnc2cc([N+](=O)[O-])ccc2c1=O)Nc1cccc2ccccc12	-9	-4	96	6	-10	-3	-3	-12	1.0
4	O=C(CSc1ccccc1)N1CCN(S(=O)(=O)c2ccccc2)CC1	4	-1	100	4	19	-4	1	10	-1.2
5	CCOC(=O)N1CCC(Nc2c(NCCCN(C)Cc3ccccc3)c(=O)c2=O)CC1	-9	0	104	-3	-7	0	0	-9	0.1
6	COc1ccccc1OCCNC(=O)C(=O)c1c[nH]c2ccccc12	-1	6	101	10	27	-5	-22	-6	-1.4
7	O=C(Nc1ccc(O)cc1)C1CCCN1S(=O)(=O)c1ccc(F)cc1 (centres undefined)	-1	0	101	4	-7	-2	7	-11	-0.1
8	O=C(Cc1ccc([N+](=O)[O-])cc1)N/N=C/c1cccs1	-4	-2	100	4	43	-3	-10	3	0.0
9	CNC(=O)c1cc(C(=O)c2c(Cl)cccc2Cl)c[nH]1	4	3	92	3	13	-4	9	-7	0.5
10	C#CCOCCOCCOCCNc1nc(N2CCN(C(=O)Cn3cc(CCCN=C(N)N)nn3)CC2)nc(N2CCN(C(=O)Cn3cc(CC(C)O)nn3)CC2)n1 (centres undefined)	2	.	.	4	.	-5	-6	.	1.3
11	O=C(Nc1ccc(N2CCN(Cc3ccccc3)CC2)cc1)c1ncn[nH]1	1	6	94	1	-38	-4	6	-17	-1.0
12	N=c1sccn1CC(=O)Nc1ccccc1-c1ccccc1	-4	0	99	4	42	-1	-2	-3	0.4
13	CCOC(=O)CNc1c(-c2ccc(O)cc2)nc2ccccn12	-18	0	106	2	4	3	-1	-12	-0.7
14	COc1ccccc1CNC(=O)COC(=O)c1ncc(Cl)c(Cl)c1Cl	1	-4	.	2	.	1	16	.	1.2
15	COc1ccc(N(CC(=O)NCCSC2CCCCC2)S(=O)(=O)c2ccccc2)c(OC)c1	4	7	105	4	23	-5	.	-13	.
16	CC(C)CNC(=O)CSc1nnc(CN2CCCCCC2=O)n1-c1ccccn1	-7	1	99	1	-18	-2	2	-11	0.4
17	CC[C@]12c3[nH]c4ccccc4c3CCN1C(=O)C(CC(=O)NCCN1CCOCC1)C[C@@H]2C(=O)N1CCN(C(=O)c2ccco2)CC1 (some centres undefined)	-3	0	.	-6	.	-3	-4	.	5.5
18	C[N+](C)(C)CCOP(=O)([O-])OC[C@H](O)CO	-2	0	91	-1	-9	.	-19	-1	-3.0
19	C[C@H]1CN([C@@H](C)CO)C(=O)CCCn2cc(nn2)CO[C@@H]1CN(C)C(=O)C1CCCCC1	2	.	.	.	.	-6	-7	.	3.3
20	Cc1cc(C)c(C)c(S(=O)(=O)ON2C(=O)c3ccccc3C2=O)c1C	11	-3	106	0	23	-1	-5	-17	12
21	COc1ccc(S(=O)(=O)N2CCOC23CCN(S(=O)(=O)c2ccc(F)cc2C)CC3)cc1	-4	.	.	3	.	-1	-13	.	1.6
22	COc1ccc(-n2cnnc2SCC(=O)Nc2cccc(S(=O)(=O)N3CCCCC3)c2)cc1	-6	8	104	2	-6	4	-1	-10	0.0
23	CC(C)N1C(=O)CCC1C(=O)NCc1ccccc1Cl (centres undefined)	4	2	102	4	6	2	2	-1	-0.1
24	C=CCNC(=S)N/N=C/c1ccc(-c2cc(Cl)ccc2Cl)o1	10	-3	101	5	-96	-1	2	-4	-0.8
25	Cc1cccc(-n2ccnc2SCC(=O)Nc2nnc(C)s2)c1	0	1	99	6	19	.	-4	4	0.1
26	CCOC(=O)CNC(=O)N1c2ccccc2Sc2ccccc21	-5	-4	104	6	58	-4	-6	5	-1.2
27	CCOC(=O)C1CC(c2ccccc2)=NN1c1ccccc1 (centres undefined)	-1	.	.	.	.	-4	19	.	-0.7
28	Clc1ccc(Sc2cc(Cl)c(-c3ccccc3)nn2)cc1	-1	-3	99	4	-6	-3	9	-43	0.1
29	COc1ccc(CC(=O)NC(c2ccccc2)c2ccc(C)cc2)c(OC)c1 (centres undefined)	-9	3	105	-1	22	-8	5	-9	3.3
30	Nc1nc2n(n1)C(=O)CC(c1ccc(Cl)cc1)N2 (centres undefined)	2	3	84	2	36	-3	18	-12	-1.5

# Continued:
nr	smiles	M4 PAM	IDE cell inh	MEKK3 PB1 HTS	IDE cell activ	PHOSPHO1 inh	GalR3 antagonist	CRFR2-BP antag	pCIP destab	CRFR2-BP ag
31	Cc1oc(C(C)(C)C)cc1C(=O)N1CCN(c2ccc(C(F)(F)F)cn2)CC1	18	4	98	-9	2	1	28	-4	8.1
32	COC(=O)CCC(=O)Nc1nccs1	16	7	93	3	43	1	-23	-18	9.3
33	COc1ccc(C(=O)NCC(=O)N/N=C/C(C)=C/c2ccco2)cc1OC	6	-7	107	-1	9	-5	3	-5	-3.4
34	CCOC(=O)CNC(=O)c1sc(NC(=O)/C=C/c2ccccc2)nc1C	-2	4	102	-2	-3	4	-3	-1	4.7
35	Cn1c(O)c(/C=C2\C=Nc3ccccc32)sc1=Nc1ccc(C(=O)O)cc1	0	-2	106	3	18	-6	1	9	-2.5
36	CCN1CCN(CCc2nc3cc(NC(=O)COc4ccc(Cl)cc4)ccc3n2C)CC1	-2	3	95	-3	4	5	-4	-7	0.6
37	CC(=O)N1c2ccc(S(=O)(=O)NCCc3ccc(Cl)cc3)cc2CC1C (centres undefined)	-6	0	102	0	33	-2	-2	-9	-0.4
38	CCOC(=O)c1cnc(-c2ccccc2)nc1Oc1ccc(Cl)cc1	19	-6	103	-2	36	5	-20	-20	3.7
39	CC(=O)c1ccc(N2CCN(C(=O)c3cc(-c4ccncc4)nc4ccc(Br)cc34)CC2)cc1	-7	8	96	-1	38	-2	-20	10	1.4
40	C/C(Cn1nnc2ccccc21)=N/OC(=O)c1c(F)cccc1F	6	-1	102	9	21	-1	0	-5	-0.7
41	CN1C(=O)N(C)c2ccc(Br)c3cccc1c23	12	.	101	4	19	-8	-10	10	-0.4
42	CCOc1ccccc1N1CCN(C(=O)CNC(=O)c2sc3ccccc3c2Cl)CC1	-5	3	97	-1	19	-10	-5	-10	0.5
43	Oc1ccccc1C1SC(c2ccccc2O)SC(c2ccccc2O)S1 (centres undefined)	-6	.	.	2	.	-1	2	.	8.3
44	CC(C)(C)C(=O)O/N=C1/C(=O)N(c2ccccc2)c2ccccc21	8	2	102	-10	-25	-1	7	-13	0.0
45	Cc1ccccc1CC(=O)N1CC(C)OC(C)C1 (centres undefined)	-9	-5	101	-2	19	-3	12	-5	-0.4
46	CCc1nnc(NC(=O)c2cc3c(s2)CCCCC3)s1	2	6	108	6	.	-2	-18	.	-1.4
47	O=C(CSc1nccc(=O)[nH]1)Nc1ccccc1Sc1ccccc1	-8	-1	110	-4	20	0	36	23	0.5
48	CCOC(=O)C1=C(C)NC(=O)NC1c1ccc(OC(=O)c2ccco2)c(OC)c1 (centres undefined)	1	-2	102	-3	-9	-4	27	-14	-1.6
49	Cc1ccnc(N2CCC(C(=O)NNC(=O)c3ccccc3)CC2)n1	5	-1	84	7	-14	-7	8	-11	-0.2
50	CCOc1cc(C=O)cc(Br)c1OCC(N)=O	-1	8	83	2	43	-7	-1	-4	0.4
51	Cc1ccc(NC(=O)C2CCN(S(=O)(=O)c3cccs3)CC2)cc1	-6	3	105	-1	47	-6	-1	-4	-0.3
52	COc1ccc(S(=O)(=O)N(C)CC(=O)Nc2ccccc2C(F)(F)F)cc1Cl	7	4	98	1	11	-4	0	1	-1.0
53	COc1cc(C)c(Cl)c(C)c1S(=O)(=O)NCc1cccnc1	4	6	102	6	10	-6	6	-6	-0.2
54	CCc1ccc(OCC(=O)Nc2ccc3c(c2)OCCO3)cc1	2	1	104	-1	20	-2	-5	-1	-0.1
55	COCCN1CCN(C(=O)C2CCC(=O)N(Cc3ccccc3OC)C2)CC1 (centres undefined)	2	6	103	-5	8	-1	1	2	2.3
56	CC1=C(C(=O)OCC2CCCO2)C(c2ccsc2)C2=C(CCCC2=O)N1 (centres undefined)	4	0	101	1	21	-3	-1	4	-1.7
57	COc1ccccc1C1=NOC(C)(c2sc(-c3ccc(Cl)cc3)nc2C)C1 (centres undefined)	-2	-1	85	1	9	-4	-29	6	16
58	O=c1c2c3c(sc2nc(NCCOCCO)n1Cc1ccco1)CCCCC3	-5	7	109	6	33	0	-19	0	-0.6
59	CSCC[C@H](NC(=O)C1CCC(CNC(=O)[C@@H]2CCCN2C(=O)OC(C)(C)C)CC1)C(=O)O (some centres undefined)	6	.	96	4	18	-12	2	-12	-2.4
60	CCCc1nnc(NC(=O)CCC(=O)N2CCN(S(=O)(=O)c3ccc(F)cc3)CC2)s1	-1	5	74	2	17	-9	8	-3	2.3

# Next section:
nr	smiles	M4 PAM	IDE cell inh	MEKK3 PB1 HTS	IDE cell activ	PHOSPHO1 inh	GalR3 antagonist	CRFR2-BP antag	pCIP destab	CRFR2-BP ag
61	COc1ccc(S(=O)(=O)N2CCOCC2)cc1NC(=O)c1c(C)noc1C	4	.	.	.	.	-3	2	.	-1.1
62	COc1ccc(C2(C)NC(=O)N(CC(=O)c3cc(C)n(C4CC4)c3C)C2=O)cc1OC (centres undefined)	3	-3	.	7	.	-4	-11	.	0.2
63	CC(=O)N1CCN(S(=O)(=O)c2cccc(C(=O)Nc3ccccc3N3CCCCC3)c2)CC1	10	.	.	6	.	1	5	.	-0.5
64	O=C(CNC(=S)N(Cc1ccc(F)cc1)C1CCCCC1)NC1CC1	-6	2	100	2	5	-6	-52	0	9.2
65	NC(=O)c1ccc(-n2nnnc2SCc2ccc(F)cc2)cc1	0	5	101	-1	24	-6	-6	3	0.1
66	COc1cccc(S(=O)(=O)NCc2ccc(C(=O)Nc3ccc(Cl)c(Cl)c3)cc2)c1	-9	6	104	-3	23	17*	-27	-31	10.0
67	COC(=O)C1=C(C)N(Cc2ccccc2)C(=NCc2cc(OC)c(OC)c(OC)c2)N[C@H]1c1ccc(Br)cc1	9	1	.	9	.	.	-5	.	-0.5
68	COc1ccc(-c2[nH]ncc2CN2CCC(C(=O)c3ccc(F)cc3)CC2)cc1	3	4	103	5	33	-5	-15	-10	-1.1
69	COc1cccc(/C=C/C(=O)OCC(=O)Nc2cccc(S(=O)(=O)N(C)C)c2)c1	-2	-2	90	4	23	-4	-36	-1	-2.0
70	O=C(NNC(=O)c1cccs1)c1ccncc1	1	5	108	2	28	7	4	-5	-1.7
71	CC(C)NC(=S)N/N=C/c1ccc2c(c1)OCCO2	-8	2	104	0	-15	-4	-3	3	1.2
72	Cc1nn(CC(=O)N2CCN(c3ccccc3)CC2)c(C)c1[N+](=O)[O-]	-25	-7	106	2	40	-8	10	-2	-2.4
73	CCOc1ccccc1C1C(C#N)=C(N)Oc2cc(N)ccc21 (centres undefined)	3	2	104	6	-3	-4	-40	3	5.4
74	COc1cc(NS(=O)(=O)c2ccc(NC(=S)NC(=O)c3sc4cc(F)ccc4c3Cl)cc2)nc(OC)n1	4	-2	125	1	-2	2	-7	9	-0.1
